SMARCA2 act: activators of SMARCA2 function. activation, % at 9.1 µM. hit rate 1% among 370,000. MG213 cells, MMTV-luciferase reporter, dexamethasone, overnight; in the data active = activation above about 7.8%;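 also: 0% = vehicle wells and 100% = reference activator wells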
ssDAF-12 act: activators of S. stercoralis DAF-12 nuclear receptor; HEK293 ssDAF-12/GRIP1 lit1-tk-luc reporter, luminescence; % of 3 µM dafachronic acid response; activation, % at 6.8 µM; hit rate 1% among 370,000; AID 652126;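 active = activation above the mean over all tested compounds plus 3 SD, cut at about 0.9% in these data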;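 also: 0% = DMSO-only wells and 100% = 3 µM delta7-dafachronic acid wells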
DAX1 inh-1: inhibitors of DAX1 repression of SF-1 activated StAR promoter | inhibition, % at 6.8 µM | hit rate 1.1% among 370,000 | HEK293T StAR-luciferase reporter, SF-1/DAX-1 repression relief | AID 652010;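 active = inhibition above the mean over all tested compounds plus 3 SD, cut at about 3.6% in these data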;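 also: 0% = DAX-1 cells with DMSO and 100% = cells lacking DAX-1 with DMSO; higher inhibition means more luminescence from relief of DAX-1 repression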
hgDAF12 agonist: agonists of H. glycines DAF-12 nuclear receptor | HEK293 GAL4-hgDAF12 UAS-luciferase reporter, agonist luminescence; normalized to butyrate control | AID 687014 | hit rate 1.8% among 370,000 | activation, % at 6.8 µM;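 active = activation above a cutoff set at the mean of all screened compounds plus 3 SD, cut at about 10% in these data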;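 also: 0% = DMSO wells and 100% = sodium butyrate wells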
NR1D1 modulator: modulates human Rev-erb alpha binding to DNA; P20393; Rev-erbα–FITC-DNA binding, fluorescence polarization, 90 min; hit rate 0.79% among 370,000; activity, % at 10 µM;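 active = activity above about 14%, limit read from the data; passing the limit was not always enough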;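 also: 0% = DMSO wells with 35 nM protein and 100% = DMSO wells with 750 nM protein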
Target sequence (P20393 whole entry, looked up): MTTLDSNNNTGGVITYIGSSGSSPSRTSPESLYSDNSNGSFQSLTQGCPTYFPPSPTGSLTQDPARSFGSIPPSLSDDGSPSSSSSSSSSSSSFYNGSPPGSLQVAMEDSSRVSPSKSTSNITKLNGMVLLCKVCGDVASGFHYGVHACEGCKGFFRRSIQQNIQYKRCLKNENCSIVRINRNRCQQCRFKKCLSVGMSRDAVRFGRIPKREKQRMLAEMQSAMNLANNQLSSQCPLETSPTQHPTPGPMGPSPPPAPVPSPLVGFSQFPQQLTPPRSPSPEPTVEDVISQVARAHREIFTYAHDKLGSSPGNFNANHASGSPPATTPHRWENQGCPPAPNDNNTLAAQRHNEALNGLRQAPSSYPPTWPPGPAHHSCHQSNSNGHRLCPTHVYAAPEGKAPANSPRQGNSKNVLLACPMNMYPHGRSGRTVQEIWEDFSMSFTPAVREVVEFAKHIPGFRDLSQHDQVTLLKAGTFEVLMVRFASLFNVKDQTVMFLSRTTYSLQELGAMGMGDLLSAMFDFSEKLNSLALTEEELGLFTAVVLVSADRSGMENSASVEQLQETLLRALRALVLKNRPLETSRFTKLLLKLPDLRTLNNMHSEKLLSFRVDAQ
PLC-gamma1 inh: PLC-gamma1 (human) inhibition, primary screen; P19174; purified PLC-gamma1, fluorogenic substrate, fluorescence; inhibition, % at 12.2 µM; hit rate 0.84% among 370,000; in the data active = inhibition above about 9.5%
MBD2 DNA inh: MBD2-methylated oligo binding inhibition | hit rate 0.31% among 370,000 | TR-FRET, MBD2 binding to methylated oligonucleotide | AID 686964 | inhibition, % at 4.4 µM | Q9UBB5; in the data active = inhibition above about 13%
Target sequence (Q9UBB5 whole entry, looked up): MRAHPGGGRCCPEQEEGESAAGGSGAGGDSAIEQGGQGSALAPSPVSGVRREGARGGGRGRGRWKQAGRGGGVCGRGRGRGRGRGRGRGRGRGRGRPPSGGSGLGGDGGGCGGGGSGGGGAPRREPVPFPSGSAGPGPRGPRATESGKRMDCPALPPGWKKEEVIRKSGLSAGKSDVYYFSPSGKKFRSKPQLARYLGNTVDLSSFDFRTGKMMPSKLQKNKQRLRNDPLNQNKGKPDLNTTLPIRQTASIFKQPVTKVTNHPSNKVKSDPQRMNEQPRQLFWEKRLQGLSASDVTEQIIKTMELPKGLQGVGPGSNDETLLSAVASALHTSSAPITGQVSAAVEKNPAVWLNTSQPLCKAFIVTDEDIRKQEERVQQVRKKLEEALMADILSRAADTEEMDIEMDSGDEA
DAX1 inh-2: inhibits human nuclear receptor DAX1; P51843; hit rate 0.99% among 340,000; inhibition, % at 6.75 µM; HEK293 Gal4-DAX1 luciferase reporter, luminescence; AID 504766;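 active = inhibition above the mean over all tested compounds plus 3 SD, cut at about 4.2% in these data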;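 also: 0% = DAX1-transfected cells with DMSO and 100% = empty-vector control cells with DMSO; inhibition shows as a rise in luminescence from relieved DAX1 repression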
hcDAF12 agonist: H. contortus DAF-12 activation, primary screen; HEK293 hcDAF-12 lit1-tk-luc reporter, luminescence; 0% DMSO, 100% Δ7-dafachronic acid; activation, % at 6.8 µM; hit rate 1.4% among 370,000;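 active = activation above the mean of all tested compounds plus 3 SD, cut at about 5.5% in these data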;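 also: 100% = response to 3 µM Δ7-dafachronic acid high control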
PLCb3 inh: PLC-beta3 (human) inhibition, primary screen; inhibition, % at 12.2 µM; hit rate 0.18% among 370,000; Purified PLC-beta3, fluorogenic substrate, fluorescence; AID 720704; in the data active = inhibition above about 11%;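 also: 0% = median of compound wells on plate and 100% = full blocker control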
ADAM17 inh: inhibitors of human ADAM17. P78536. recombinant ADAM17, EDANS/DABCYL FRET peptide cleavage. inhibition, % at 6.95 µM. hit rate 0.83% among 370,000. AID 720648;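 active = inhibition above the mean of compounds lying between control limits plus 3 SD, set per campaign, cut at about 8.5% in these data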;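 also: 0% = DMSO-only wells as the low control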
Starred values were filed as active, the others as inactive; nt = no result given. Compounds as they come, and some 7.4% of all compounds hit somewhere here.

| nr | SMILES | SMARCA2 act | ssDAF-12 act | DAX1 inh-1 | hgDAF12 agonist | NR1D1 modulator | PLC-gamma1 inh | MBD2 DNA inh | DAX1 inh-2 | hcDAF12 agonist | PLCb3 inh | ADAM17 inh |
| --- | --- | --- | --- | --- | --- | --- | --- | --- | --- | --- | --- | --- |
| 1 | CCOc1ccc(NC(=O)CN(C)S(=O)(=O)c2cccc3cccnc23)cc1 | -1 | -1.2 | -0.5 | 1.1 | -6 | 2 | 10 | 0.1 | -0.7 | -8 | -4 |
| 2 | COC(=O)C1C(=O)OC(C)(C)C1C(C)C(=O)c1ccc(C)cc1C (stereo unspecified) | 1 | -1.5 | -0.1 | 1.5 | 3 | 7 | 0 | -0.9 | -1.9 | 4 | 2 |
| 3 | COc1cc2ccc(CC(=O)O)cc2cc1OC | 0 | 0.1 | 0.1 | -1.5 | -4 | -3 | 3 | nt | -0.3 | 2 | -3 |
| 4 | CSCCC(NS(=O)(=O)c1ccc(C)cc1)C(=O)NC1CCCCCC1 (stereo unspecified) | -2 | -1.4 | -1.1 | 0.0 | -2 | 3 | 2 | -0.8 | -0.5 | -6 | -5 |
| 5 | CCOC(=O)C(C)On1c(SC(C)C(=O)OCC)nc2ccccc2c1=O (stereo unspecified) | 0 | -1.9 | 0.0 | -0.1 | 4 | -1 | -1 | 0.6 | -1.0 | 2 | 1 |
| 6 | CC1CCc2sc(C(=O)NCCCn3ccnc3)cc2C1 (stereo unspecified) | 0 | 0.1 | 0.3 | 3.6 | -3 | 0 | 1 | 0.0 | -1.3 | -5 | -1 |
| 7 | O=C(CSc1ncnc2ccccc12)N1CCNC1=O | 6 | -0.6 | 2.8 | 0.3 | 5 | -4 | 3 | 1.2 | 1.2 | -9 | -2 |
| 8 | COC(=O)C1=C(C)N(C)C(=NCC2CC2)NC1c1ccccc1C(F)(F)F (stereo unspecified) | 5 | -1.1 | -0.9 | -2.1 | 3 | 2 | 8 | nt | 0.1 | -3 | -8 |
| 9 | COc1ccccc1NC(=O)OC(C)c1ccc(Cl)cc1 (stereo unspecified) | -3 | -1.5 | -0.2 | -0.4 | -3 | 1 | 9 | 4.5* | -0.5 | -8 | 0 |
| 10 | CC(=O)NCCC(=O)Nc1cc(S(=O)(=O)N2CCCCC2)ccc1N1CCCCC1 | -1 | -1.6 | -2.0 | 0.4 | -3 | -2 | 2 | 0.1 | -1.2 | -6 | 0 |
| 11 | O=C(C[n+]1cc(-c2ccc(Cl)c(Cl)c2)n2c1CCC2)OCc1ccccc1 | -4 | -1.2 | 0.0 | 0.4 | 0 | 3 | -2 | 0.3 | 0.8 | -1 | 5 |
| 12 | Cc1ccc(NC(=O)CSc2nc3[nH]ncc3c(=O)[nH]2)cc1Cl | -2 | -1.1 | -0.1 | 0.3 | -2 | 0 | 2 | 2.7 | -0.9 | 0 | -2 |
| 13 | O=C(C1=C[C@H](c2ccc(C(F)(F)F)cc2)C[C@H](OCc2ccc(CO)cc2)O1)N1CCN(Cc2ccccc2)CC1 | 0 | -1.2 | 0.5 | 5.5 | -6 | 4 | -1 | 0.1 | -0.9 | -2 | 6 |
| 14 | CCOC(=O)N1CCN(S(=O)(=O)c2ccc(Br)cc2)CC1 | 1 | -0.6 | -0.3 | -1.9 | -2 | -3 | -5 | -1.5 | -0.9 | -5 | -3 |
| 15 | O=C(CSC1=NS(=O)(=O)c2ccccc2N1)c1ccccc1 | 2 | -0.6 | 0.3 | 0.4 | 1 | -2 | -6 | 0.8 | 1.3 | -3 | -2 |
| 16 | COc1cccc(OC)c1C(=O)Nc1ccccc1N1CCCC1 | -5 | -1.1 | -0.3 | -0.2 | 3 | -2 | -3 | -0.1 | -0.7 | -10 | 5 |
| 17 | O=C1c2ccccc2S(=O)(=O)N1CC(O)Cn1ccc2ccccc21 (stereo unspecified) | -1 | -1.1 | -0.5 | 0.8 | -5 | -2 | 5 | -0.6 | -0.1 | -4 | -2 |
| 18 | O=C(N=C1SC2CS(=O)(=O)CC2N1c1ccc(Cl)cc1Cl)C1CCCO1 (stereo unspecified) | -1 | -1.5 | -0.7 | 0.5 | 0 | 0 | 4 | -0.2 | -1.6 | -2 | -2 |
| 19 | Cc1cc(C)c(C#N)c(N2CCN(c3ccccc3)CC2)n1 | -2 | -1.7 | -0.2 | 0.1 | 6 | -10 | -1 | -0.3 | -2.1 | -19 | -4 |
| 20 | CCN1CCCC1CNCc1cc(OC)c(OC)c(OC)c1 (stereo unspecified) | -2 | -0.9 | -0.2 | 1.5 | -1 | 1 | -5 | -0.7 | -1.9 | 2 | -3 |
| 21 | CN(C)CCNc1ccc2nnn3c4ccc(O)cc4c(=O)c1c23 | 4 | -1.1 | -2.7 | -3.8 | -39 | -14 | 7 | -0.3 | 0.7 | -18 | -7 |
| 22 | N#Cc1nc(-c2ccc(OCc3ccc(Cl)cc3)cc2)oc1N1CCC(C(N)=O)CC1 | 1 | -1.0 | 0.4 | 1.0 | -8 | 2 | 1 | 1.2 | -1.1 | 5 | -2 |
| 23 | COCCNc1nc(Oc2cncc(Cl)c2)c2sccc2n1 | 3 | -1.7 | -2.2 | -1.9 | -1 | 2 | 8 | nt | -1.9 | -13 | -14 |
| 24 | COc1cc(NC(=O)CN2C(=O)c3ccccc3S2(=O)=O)c(OC)cc1Cl | -6 | -1.4 | -0.1 | 0.4 | 6 | 8 | 1 | 0.9 | -1.8 | 6 | 2 |
| 25 | COc1ccccc1NC(=O)C1C2C=CC3(CN(Cc4cccnc4)C(=O)C13)O2 (stereo unspecified) | -1 | -1.3 | -1.4 | 2.2 | -1 | 2 | 5 | -0.1 | 2.3 | 2 | -3 |
| 26 | COc1ccc([C@@H]2[C@@H]3C(=O)N(C(C)(C)C)C(=O)[C@@H]3[C@]3(CC(C)C)C(=O)N(c4cccc(F)c4)C(=O)N23)cc1 | 0 | -0.7 | -0.5 | -0.9 | 0 | 2 | -3 | 1.7 | 0.6 | 1 | 1 |
| 27 | CCCCN(C(=O)C1=NN(c2ccccc2)C(=O)CC1)c1c(N)n(CC(C)C)c(=O)[nH]c1=O | -2 | -1.2 | 0.2 | -0.6 | 0 | -5 | 1 | 0.4 | 0.9 | -9 | -9 |
| 28 | O=C(Cc1cccs1)Nc1cccc([N+](=O)[O-])c1 | -1 | -1.6 | -0.2 | 0.6 | -6 | 4 | 6 | -0.5 | 0.1 | -1 | -1 |
| 29 | CCCN(C(=O)c1cc(C)ccc1C)c1c(N)n(Cc2ccccc2)c(=O)[nH]c1=O | -2 | -0.7 | -1.3 | 2.6 | -3 | -1 | -6 | -0.3 | -1.3 | -5 | 1 |
| 30 | Cc1occc1-c1nnc(SCC(=O)N2CC(=O)Nc3ccccc32)n1CC(C)C | -3 | -0.7 | 0.4 | 2.5 | -3 | -5 | -3 | 0.0 | 1.9 | -3 | -4 |

Single records (already shown).
Results for Cc1ccc(NC(=O)CSc2nc3[nH]ncc3c(=O)[nH]2)cc1Cl : SMARCA2 act: -2; ssDAF-12 act: -1.1; DAX1 inh-1: -0.1; hgDAF12 agonist: 0.3; NR1D1 modulator: -2; PLC-gamma1 inh: 0; MBD2 DNA inh: 2; DAX1 inh-2: 2.7; hcDAF12 agonist: -0.9; PLCb3 inh: 0; ADAM17 inh: -2
Results for CC1CCc2sc(C(=O)NCCCn3ccnc3)cc2C1 (stereo unspecified) : SMARCA2 act: 0; ssDAF-12 act: 0.1; DAX1 inh-1: 0.3; hgDAF12 agonist: 3.6; NR1D1 modulator: -3; PLC-gamma1 inh: 0; MBD2 DNA inh: 1; DAX1 inh-2: 0.0; hcDAF12 agonist: -1.3; PLCb3 inh: -5; ADAM17 inh: -1
Results for O=C(CSc1ncnc2ccccc12)N1CCNC1=O : SMARCA2 act: 6; ssDAF-12 act: -0.6; DAX1 inh-1: 2.8; hgDAF12 agonist: 0.3; NR1D1 modulator: 5; PLC-gamma1 inh: -4; MBD2 DNA inh: 3; DAX1 inh-2: 1.2; hcDAF12 agonist: 1.2; PLCb3 inh: -9; ADAM17 inh: -2

(continued)
| nr | SMILES | SMARCA2 act | ssDAF-12 act | DAX1 inh-1 | hgDAF12 agonist | NR1D1 modulator | PLC-gamma1 inh | MBD2 DNA inh | DAX1 inh-2 | hcDAF12 agonist | PLCb3 inh | ADAM17 inh |
| --- | --- | --- | --- | --- | --- | --- | --- | --- | --- | --- | --- | --- |
| 31 | COc1ccc(CNC(=O)CNC(=O)c2c(C)nn(C)c2Cl)cc1 | -1 | -1.4 | 0.3 | -1.6 | -3 | 0 | -1 | -0.1 | 0.2 | -1 | -1 |
| 32 | CCCN(CCC)S(=O)(=O)c1ccc(C)cc1 | 0 | -0.8 | -0.1 | -3.9 | 3 | 2 | 0 | -0.6 | -0.1 | 3 | 0 |
| 33 | CCNC(=O)C1CCCN(C(=O)c2cc(F)cc(F)c2)CC1 (stereo unspecified) | 1 | -1.3 | 0.2 | 2.3 | -3 | 0 | -7 | nt | -0.8 | 3 | -1 |
| 34 | O=C1C2C3C=CC(C3)C2C(=O)N1c1nc2ccccc2s1 (stereo unspecified) | 1 | -0.8 | 0.6 | 3.1 | 1 | 0 | 4 | 0.6 | 1.7 | 2 | -1 |
| 35 | COc1cccc(C(=O)Nc2ccc(NC(=O)c3ccco3)cn2)c1 | 2 | -0.8 | 1.2 | 0.7 | -5 | 1 | 3 | 0.1 | -0.1 | -1 | -3 |
| 36 | CCOC(=O)c1ccc(-c2ccc(/C=N/NC(=O)CN(c3ccccc3Br)S(C)(=O)=O)o2)cc1 | 6 | -0.4 | 0.5 | 4.4 | 3 | -18 | 0 | -0.3 | 4.4 | -25 | -9 |
| 37 | COc1ccc(C(=O)Nn2c(CC(C)C)nc3cc(Cl)ccc3c2=O)c(OC)c1 | -2 | -1.6 | 0.5 | -0.1 | -1 | 7 | -4 | -1.7 | -2.6 | 1 | 4 |
| 38 | CCn1c(Cc2ccccc2)nnc1SCC(=O)N1CCCC1=O | -3 | -1.1 | -1.0 | -1.9 | -10 | -1 | 0 | 0.0 | -1.3 | -9 | -7 |
| 39 | COc1ccccc1NC(=O)COc1ccc(/C=N/NC(=O)CSCc2cc(C)cc(C)c2)cc1 | -2 | -0.6 | -0.3 | -1.6 | -1 | 3 | 3 | 0.0 | 0.2 | 4 | 0 |
| 40 | CC(C)N(C(=O)CSc1nnnn1-c1ccc2c(c1)OCO2)C(C)C | -3 | -1.2 | -0.8 | -2.4 | -4 | 0 | 3 | nt | -1.4 | 1 | -3 |
| 41 | Cn1nc(C(=O)N2CCN(c3ccc(F)cc3)CC2)c2c1-c1ccccc1S(=O)(=O)C2 | -2 | -1.2 | -0.4 | -3.0 | 1 | 0 | -2 | -0.1 | -2.0 | -15 | -1 |
| 42 | Cc1sc2nc(CN3CCOCC3)nc(N3CCC(C(N)=O)CC3)c2c1C | -1 | -0.9 | 0.1 | 0.6 | 1 | -17 | 1 | 0.2 | 0.2 | -20 | -7 |
| 43 | O=[N+]([O-])c1ccc(/C=N\NS(=O)(=O)c2ccc(F)cc2)o1 | 3 | -0.2 | -1.4 | 0.2 | 1 | 0 | 1 | -0.2 | 0.9 | -5 | -4 |
| 44 | COc1ccc2c(c1OC)C(=O)NC(C)=C(C(=O)OC(C)(C)C)C2O (stereo unspecified) | -1 | -1.4 | 0.1 | -1.4 | 0 | -2 | 0 | 0.1 | -1.7 | -3 | -3 |
| 45 | CCCC(C)NC(=O)CSc1nnc2ccccn12 (stereo unspecified) | -5 | -0.1 | -0.1 | -1.7 | 6 | -6 | -3 | 0.9 | -1.4 | -15 | -4 |

Compound activity deposited in PubChem BioAssay by several laboratories.
